Bioassay records deposited in PubChem BioAssay by Fisher Drug Discovery Resource Center.
mcGAS MS inh – blocks mouse cGAS cGAMP production. Q8C6L5. actives 0.18% (n = 130,000). inhibition, % at 12.5 µM. recombinant mouse cGAS, cGAMP by RapidFire MS. AID 1259397;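 active means inhibition of cGAS enzyme activity at or above 60%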;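 further: enzyme stimulated by 45 bp dsDNA with ATP and GTP substrates; cGAMP share of summed cGAMP plus half ATP and half GTP signals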
Target sequence (Q8C6L5 whole entry, looked up): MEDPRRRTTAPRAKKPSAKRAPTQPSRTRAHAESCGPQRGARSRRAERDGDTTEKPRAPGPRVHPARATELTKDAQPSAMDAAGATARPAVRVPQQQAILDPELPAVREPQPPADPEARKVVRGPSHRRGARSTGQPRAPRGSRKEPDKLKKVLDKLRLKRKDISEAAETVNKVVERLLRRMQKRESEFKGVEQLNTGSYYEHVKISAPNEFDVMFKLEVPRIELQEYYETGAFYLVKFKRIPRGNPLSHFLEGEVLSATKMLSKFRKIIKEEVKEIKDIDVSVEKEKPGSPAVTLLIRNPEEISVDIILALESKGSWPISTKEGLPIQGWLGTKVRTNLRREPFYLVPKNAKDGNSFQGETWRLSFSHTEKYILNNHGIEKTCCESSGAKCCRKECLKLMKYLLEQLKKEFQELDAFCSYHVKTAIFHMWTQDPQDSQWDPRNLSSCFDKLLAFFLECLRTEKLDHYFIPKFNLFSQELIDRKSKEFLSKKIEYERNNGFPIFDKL
* = called active by the depositor; & = joins results of further samples. Only part of the results is shown (hit frequency here may not be typical).

SMILES	mcGAS MS inh
COc1ccc(-n2c(C)cc(C(=O)N3CCC(C)CC3)c2C)cc1	0
CCc1cc(CN(C)CCn2c(=O)oc3ccccc32)on1	-49
Cc1cccc(N(C)c2cc(N3CCN(CC(=O)Nc4ccc5c(c4)OCO5)CC3)ncn2)c1	-2
Cc1cc(O)c(CN2CCCN(c3ccccc3C#N)CC2)cc1C	-6
O=C1NC(=S)S/C1=C\c1ccc(-c2ccccc2[N+](=O)[O-])o1	24
CCCN(C(=O)CN1CCn2c(C)nnc2C1)C1=CCCCC1	-2
N#CC(=NNc1ccc(OC(F)(F)F)cc1)c1nnc2n1CCCCC2	-8
CCOC(=O)Cn1c(C2CC(=O)N(c3ccccc3)C2)nc2ccccc21 (stereo unspecified)	-3
COC(=O)c1cc2c3cc(C(=O)OC)sc3n(Cc3ccc(OC)cc3)c2s1	-6
OC(c1ccc(Cl)c(F)c1)c1ncc(-c2cccc(F)c2)[nH]1 (stereo unspecified)	-8
CC(c1ccccc1)c1cn(CCC23CCCN2CCC3)nn1 (stereo unspecified)	3
C=CCn1c(=O)n(CC=C)c(=O)n(Cc2nccn2C)c1=O	-2
CCOc1ccccc1NC(=O)c1ccc(S(=O)(=O)N2CCN(C)CC2)o1	-5
CCc1c(C#N)c(N)nc(SCC(=O)c2ccc(Br)cc2)c1C#N	-4
Cc1n[nH]c(C)c1CCCN(C)C(=O)c1ncc[nH]1	-19
Cc1c(C(=O)O)nn(-c2ccccc2)c1Oc1ccccc1[N+](=O)[O-]	-2
CCN(C)c1ccccc1NC(=O)Cc1sc(=S)[nH]c1C	7
Cc1cccc2ncc(C(=O)N(Cc3ccccc3)CC(C)CO)c(=O)n12 (stereo unspecified)	-15
COc1cc(CC(=O)Nc2ccc(OC(F)(F)F)cc2)ccc1C	1
Cc1oc(-c2ccccc2)nc1C1CC(=O)Nc2c1c(-c1ccccn1)nn2C (stereo unspecified)	-16
Cc1ccc2cc(S(=O)(=O)NCc3ccc4c(c3)OCO4)ccc2c1	-2
C=C(C)Cn1c(=O)c2c(nc3n2CC(C)=NN3Cc2ccccc2C)n(C)c1=O	-6
c1ccc(-c2cnnc(SCc3cn4cccnc4n3)n2)cc1	4
COc1ccc(CN2CCN(Cc3c[nH]c4ccccc34)CC2CCO)cc1C (stereo unspecified)	-4
O=C(CC1CSc2nccc(=O)n21)Nc1ccccn1 (stereo unspecified)	-6

Quoted at random: 3 entries already listed, in no set order.
SMILES	mcGAS MS inh
CC(c1ccccc1)c1cn(CCC23CCCN2CCC3)nn1 (stereo unspecified)	3
Cc1cccc2ncc(C(=O)N(Cc3ccccc3)CC(C)CO)c(=O)n12 (stereo unspecified)	-15
CCN(C)c1ccccc1NC(=O)Cc1sc(=S)[nH]c1C	7

The main list resumes; the five compounds before the break are reprinted first.
SMILES	mcGAS MS inh
Cc1ccc2cc(S(=O)(=O)NCc3ccc4c(c3)OCO4)ccc2c1	-2
C=C(C)Cn1c(=O)c2c(nc3n2CC(C)=NN3Cc2ccccc2C)n(C)c1=O	-6
c1ccc(-c2cnnc(SCc3cn4cccnc4n3)n2)cc1	4
COc1ccc(CN2CCN(Cc3c[nH]c4ccccc34)CC2CCO)cc1C (stereo unspecified)	-4
O=C(CC1CSc2nccc(=O)n21)Nc1ccccn1 (stereo unspecified)	-6
NC(=O)Cn1c(CO)cnc1SCC(=O)N1CCc2ccccc21	-8
Cc1cc(C)c(C2CC(=O)Nc3[nH]ncc32)cc1CN1CCN(C)CC1 (stereo unspecified)	-15
Cc1ccc(C)c(Nc2nnc(CC(=O)N3CCCC3)s2)c1	-4
CCc1cnc(C)nc1N(C)Cc1cc(-c2ccccn2)no1	6
Cc1[nH]c2ccc(CNC(=O)C3CC(=O)N(Cc4ccccn4)C3)cc2c1C (stereo unspecified)	-4
CC(=O)N1CCCN(C(=O)C2CCCCN2CC(C)C)CC1 (stereo unspecified)	-4
Cn1nccc1C(=O)Nc1ccc(S(=O)(=O)CC2CCCO2)cc1 (stereo unspecified)	6
CCC1C(=NO)C(CC)C(c2ccccc2)NC1c1ccccc1 (stereo unspecified)	-2
CCCCN1CCN(C(=O)C(O)c2ccccc2Cl)CC1=O (stereo unspecified)	-9
Cc1ccsc1CN(C)C(=O)c1ccc(-c2ncn[nH]2)cc1	-9
C[C@@H](CO)NC(=O)CC1(CNC(=O)OC(C)(C)C)CCCCC1	0
O=S(=O)(c1ccc(Cl)cc1)N1CCC2(CC1)OCCO2	-1
Cc1ccn(-c2ccc(C(=O)N3CCCC(C(N)=O)C3)cc2)n1 (stereo unspecified)	-30&0
Cc1cc(N2CCN(C(=O)Cn3nnnc3CN(C)C(C)C)CC2)cc(C)n1	-2
COc1cccc(C)c1C(=O)N1CCN2CCNC(=O)C2C1 (stereo unspecified)	-15
CSCC(=O)Nc1nc(C)c(Cc2ccccc2F)s1	-15
CS(=O)(=O)c1ccc(C(=O)NCCCc2nc(C3CC3)n[nH]2)cc1	-1
Cn1cnc(S(=O)(=O)Nc2cccc(Cl)c2C(=O)O)c1	-4
Cc1cn2c3c(=O)n(CC(N)=O)c(=O)n(C)c3nc2n1CC(C)C	-14
CC1CCC(N(C)C(=O)c2cc(S(=O)(=O)NC(C)C)ccc2Br)CC1 (stereo unspecified)	-1
O=C(O)c1nnc(N2CCCC2)c2ccccc12	-6
CC(C)(C)CC(=O)N1CCC(n2cc(C3(O)CCCC3)nn2)CC1	-12
O=C(O)Cn1cc(Br)c(=O)[nH]c1=O	-5
COCC1(C(=O)NCc2cccnc2Oc2ccc(F)c(F)c2)CC1	-6
CC(/C=C1N=C(/C=C/c2ccc(C)cc2)OC\1=O)=C\c1ccccc1	-3
Additional compounds:
SMILES	mcGAS MS inh
O=C(O)C1C2C=CC(C2)C1C(=O)Nc1nccs1 (stereo unspecified)	-16
CN(C1(C)CCS(=O)(=O)C1)S(=O)(=O)c1ccc(Cl)c(Cl)c1 (stereo unspecified)	0
CN(Cc1ncn[nH]1)C(=O)C12CC3CC(CC(C3)C1)C2	-5
CCc1nccc(CN2CCC(c3n[nH]c(=O)n3-c3ccccc3)CC2)n1	-4
CC1(NC(=S)Nc2n[nH]c(N)n2)CCS(=O)(=O)C1 (stereo unspecified)	45
O=C1Nc2ccc(Br)cc2C1=O	5
FC(F)C(F)(F)CCN1CCOC(c2ccc(Cl)c(Cl)c2)C1 (stereo unspecified)	-9
CC(C)c1cc(C(=O)N2CCCC(Nc3ccc4c(c3)OCCO4)C2)on1 (stereo unspecified)	-4
C#CCN(CC#C)C(=O)CCCn1cncn1	-11
COc1ccc(-c2c(C)nn3c2ncc2c(=O)n(-c4nc(SC)n[nH]4)ccc23)cc1	-10
COC(=O)C1CCN(C(=O)Cn2cc(C(F)(F)F)cc(Cl)c2=O)CC1	-4
CC1=CC(=C2C(=O)NC(=S)NC2=O)C=C(C)O1	-7
CCC1(C)Cc2ccccc2-c2nc(NCCCO)[nH]c(=O)c21 (stereo unspecified)	-10
Cc1cccc(OCCC(=O)Nc2ccc3c(c2)oc(=O)n3C)c1C	-9
COc1cccc(NC(=O)CCC2CCN(C(=O)c3cnn(C(C)C)c3)CC2)c1	3
COc1ccc(Cl)cc1-c1nc(SC(C)C#N)n[nH]1 (stereo unspecified)	-1
COc1ccc(CC(=O)Nc2c3c(nn2-c2ccc(Cl)cc2)CS(=O)(=O)C3)cc1OC	-2
CCCCC1C=CCN1C(=O)c1sccc1S(N)(=O)=O (stereo unspecified)	-7
CC1CC(C)CN(C(C)(C)CN)C1 (stereo unspecified)	-1
Cc1ccccc1NC(=S)Nc1cccc(S(=O)(=O)N2CCCC2)c1	0
CCOc1ccccc1C(=O)NC1CCN(C(=O)c2cn(-c3ccc(C)cc3)nn2)CC1	-8
CCN(CC)S(=O)(=O)c1ccc2c(c1)CCN2	-6
COc1ccc2c(c1OC)C(=O)OC2c1c(-c2ccccc2)[nH][nH]c1=O (stereo unspecified)	-5
COc1ccc(Cn2ncc3cc(C(=O)O)cnc32)c(OC)c1	-12
Cc1ccc(C(=O)N/N=c2/oc3ccccc3cc2-c2nc3ccccc3[nH]2)cc1	-10
Going on with the list:
SMILES	mcGAS MS inh
O=C1C=C(NCCc2cc(Br)c(O)c(Br)c2)C(=O)c2ccccc21	-9
C#CCNC(=O)N(C1CC1)C(C)C(C)C (stereo unspecified)	-11
COc1cccc(S(=O)(=O)NCC(=O)N2CC(C)OC(C)C2)c1 (stereo unspecified)	-9
CS(=O)(=O)CCNC(=O)N1CCC(c2cccc3ccccc23)CC1	-19
O=S(=O)(Cc1ccccc1Cl)Nc1cccc(N2CCCS2(=O)=O)c1	-8
COCc1ccc(C(=O)N2CCCC(CCC(=O)NCc3ccc(C)o3)C2)s1 (stereo unspecified)	6
COCc1[nH]n2c(=O)c(Cc3ccccc3)c(C)nc2c1-c1ccc(OC)cc1	14
CS(=O)(=O)C1CCC(OC(=O)c2cccc(Cl)c2)C1 (stereo unspecified)	-3
Cc1nn(CCSc2ccccc2F)c(=O)c(C#N)c1C	3
CC(=O)NCC(=O)N(Cc1ccco1)C(C(=O)Nc1c(C)cccc1C)c1ccccn1 (stereo unspecified)	1
Cc1nc(-n2nc(-c3cccs3)cc2NC(=O)c2ccco2)[nH]c(=O)c1C	-4
CC(c1ccncn1)N(C)C(=O)c1cccc(C#CC(C)(C)O)c1 (stereo unspecified)	-5
COc1ccc(N=C(N)N)cc1	-2
O=c1cc(CSc2nnc(-c3ccc(Cl)s3)o2)occ1O	-3
COc1ccc(C(=O)Nc2cc(C3CC3)nn2-c2nc(C)c(C)c(=O)[nH]2)c(OC)c1	-10
O=C(CN1C(=O)COc2ccccc21)Nc1ccc2c(c1)-c1ccccc1C2	-15
N#C/C(=C\c1cn(CCC(N)=O)c2ccccc12)Sc1nc2ccccc2s1	0
Cn1c(O)c(N=NC(=O)c2cccc(I)c2)c2ccccc21	-8
COc1cc(=O)n(-c2ccccc2C)nc1C(=O)N(Cc1ccccc1)c1ccccc1	-24
COC(=O)c1c2c(c(OC)c3c1CCC(C)(C)O3)OC(C)(C)CC2	-5
CC(CO)(Nc1ncc(Br)cn1)C1CC1 (stereo unspecified)	-7
Cc1cc(N2CCCCC2)nc(Nc2ccc(NC(=O)C3CCCO3)cc2)n1 (stereo unspecified)	-7
CCOC(=O)c1cnn(-c2cc(Nc3ccccc3)ncn2)c1C	-7
Cc1nc(NCC2CCCO2)c2sc3nc4c(cc3c2n1)COC(C)(C)C4 (stereo unspecified)	-15
Cc1cc(C(=O)Nc2ccc(OCc3ccccn3)c(F)c2)n[nH]1	-2

Some of these compounds in order of SMILES length, ascending:
SMILES	mcGAS MS inh
CC(CO)(Nc1ncc(Br)cn1)C1CC1 (stereo unspecified)	-7
Cc1cc(C(=O)Nc2ccc(OCc3ccccn3)c(F)c2)n[nH]1	-2
Cc1nc(NCC2CCCO2)c2sc3nc4c(cc3c2n1)COC(C)(C)C4 (stereo unspecified)	-15
N#C/C(=C\c1cn(CCC(N)=O)c2ccccc12)Sc1nc2ccccc2s1	0
COc1ccc(C(=O)Nc2cc(C3CC3)nn2-c2nc(C)c(C)c(=O)[nH]2)c(OC)c1	-10

Further records follow.
SMILES	mcGAS MS inh
COc1ccc(C2(C(=O)N3CCC4(CC3)CN(C)CCN4C)CCCC2)cc1	-18
c1cnc2ccc(CNc3nc4nonc4nc3N3CCOCC3)cc2c1	-3
Cc1c(C(=O)NCCC#N)sc(=O)n1Cc1ccc(Cl)c(Cl)c1	-12
COC(=O)c1cc2c(=O)n(C(C)c3ccc(OC)cc3)ccc2nc1C (stereo unspecified)	-9
Cc1ccc(-n2c(SCC(=O)NC3CCCCC3)nc3c(c2=O)SCC3)cc1	-5
COc1cc(-c2c(NC(=O)c3ccccc3)oc3ccccc3c2=O)cc(OC)c1OC	0
COc1ccccc1C(=O)N(C(=O)N1CCCCC1)c1ccc(Cl)cc1	-3
O=C(CCC1CCCN(c2ncccn2)C1)NCc1ccccc1F (stereo unspecified)	3
O=C(CN(CC1CCCO1)c1ccnc(-c2ccccc2)n1)N1CCCC1 (stereo unspecified)	1
O=C(Nc1ccc2c(c1)OCCO2)c1ccc(=O)[nH]n1	-36
Cc1ncc([N+](=O)[O-])n1CCO	-6&2&4
Cc1ccc(/C=C2/SC(=NS(=O)(=O)c3cccs3)NC2=O)cc1	-5
O=C1CCc2cc(-c3csc(NCc4ccco4)n3)ccc2N1	-5
O=C(CSc1ncnc2c1oc1ccccc12)NCc1ccco1	2
O=S(=O)(Nc1ccc(-n2cncn2)nc1)c1cccs1	0
Cc1ccc(O)c(C(=O)NC2CC(=O)N(Cc3ccccc3C(F)(F)F)C2)c1 (stereo unspecified)	-14
CCCCN(C)C(=O)c1sc(=O)n(CC(=O)c2ccc3c(c2)OCCO3)c1C	-3
CCC(=O)NCC(=O)Nc1ccc(OC)c(Oc2ccc(OC)cc2)c1	-27
CN(C)S(=O)(=O)c1ccc(C(=O)Nc2c3c(nn2-c2cccc(Cl)c2)CS(=O)C3)cc1 (stereo unspecified)	-2
NC1=NC(c2ccccc2Br)n2c(nc3ccccc32)N1 (stereo unspecified)	5
CC(=O)OC12c3ccccc3OC(=O)C1(C)C1(OC(C)=O)c3ccccc3OC(=O)C21C (stereo unspecified)	-11
O=C(NCc1ccc(N2CCOCC2)nc1)C1CCCN(C(=O)c2ccc(Cl)cc2)C1 (stereo unspecified)	-26
COc1cc(C=C(C#N)c2nc3c(s2)CCCC3)cc(OC)c1OC	7
CCOC(=O)C1(Cc2ccc(Cl)cc2)CCN(Cc2ccccn2)CC1	-14
C#CCNC(=O)CN1CC(C)OCC1C (stereo unspecified)	10
